Rin1 Abl inh: inhibitors of Rin1-Abl protein binding, primary screen, biochemical, TR-FRET; inhibition, % at 7.35 µM; actives 0.4% (n = 360,000); in the data active = inhibition above about 5%, passing the limit was not always enough
SUMO1 PPI mod: modulators of SUMO1 protein-protein interactions, primary screen, biochemical, uHTS; Small ubiquitin-related modifier 1 (Homo sapiens), P63165; actives 0.33% (n = 360,000); AID 602429, 2012; inhibition, % at 20 µM; SUMO1 binding to a labelled peptide, TR-FRET, 1 h; in the data active = inhibition above about 37%
STEP block: STEP phosphatase inhibitors, primary screen, biochemical, fluorescence intensity, uHTS; inhibition, % at 20 µM; actives 0.25% (n = 360,000); AID 588621, 2011; Tyrosine-protein phosphatase non-receptor type 5 (Homo sapiens), P54829; recombinant STEP, OMFP fluorogenic substrate;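 active = inhibition at 20 µM, scaled per plate between control wells, above about 37%, limit read from the data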;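 also: 0% = DMSO with enzyme and substrate and 100% = substrate only without enzyme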
Target sequence (P54829 whole entry, looked up): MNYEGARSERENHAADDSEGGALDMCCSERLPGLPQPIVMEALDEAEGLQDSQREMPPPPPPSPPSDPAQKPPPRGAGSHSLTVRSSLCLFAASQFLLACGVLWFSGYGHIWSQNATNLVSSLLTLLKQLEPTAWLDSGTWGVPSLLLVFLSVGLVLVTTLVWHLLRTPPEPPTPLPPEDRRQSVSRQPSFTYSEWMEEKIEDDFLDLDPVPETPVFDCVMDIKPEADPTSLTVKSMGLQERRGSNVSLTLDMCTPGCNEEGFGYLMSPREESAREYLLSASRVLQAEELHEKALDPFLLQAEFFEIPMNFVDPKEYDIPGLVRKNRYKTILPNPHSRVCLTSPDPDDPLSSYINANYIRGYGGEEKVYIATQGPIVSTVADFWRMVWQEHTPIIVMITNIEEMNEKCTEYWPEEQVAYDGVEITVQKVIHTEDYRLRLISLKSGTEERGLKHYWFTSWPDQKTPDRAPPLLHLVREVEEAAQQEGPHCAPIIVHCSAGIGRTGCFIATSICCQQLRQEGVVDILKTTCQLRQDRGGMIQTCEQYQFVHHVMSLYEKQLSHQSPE
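Assay system: isolated STEP enzyme. Buffer or medium: pH 6.0 Bis-Tris with DTT and Tween 20. Also added: fluorogenic phosphatase substrate OMFP at 25 µM final. Dosing: 20 µM, 1% DMSO. Timing: 20 min reaction, room temperature, in the dark. Measured by: fluorescence intensity, excitation 480 nm, emission 540 nm. Evaluation: normalized % inhibition.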
Scp1 inh: Scp-1 phosphatase inhibitors, primary screen, biochemical, colorimetric, uHTS | Carboxy-terminal domain RNA polymerase II polypeptide A small phosphatase 1 (Homo … | Recombinant Scp1, phosphopeptide, malachite green phosphate absorbance | inhibition, % at 20 µM | actives 0.88% (n = 340,000);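 active = inhibition above about 50% at 20 µM, limit read from the data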;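 also: plate controls were DMSO wells with enzyme for no effect and wells lacking enzyme for full effect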
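Material: truncated SCP-1 phosphatase (76-261aa) / Buffer or medium: 50 mM Tris acetate pH 5.5, 0.005% Tween-20, 10 mM MgCl2 / Compound dosing: one concentration, 20 µM, with 1.0% DMSO / Incubation: 45 min room-temperature reaction, 5 min colour, 30 min stabiliser / Detection: colorimetric free-phosphate detection, absorbance 630 nm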
NadD inh: inhibitors of S. aureus NadD, primary screen, biochemical, colorimetric, uHTS. Nicotinate-nucleotide adenylyltransferase NadD (Staphylococcus aureus N315). purified NadD enzyme, colorimetric absorbance read-out. inhibition, % at 20 µM. actives 0.78% (n = 360,000); in the data active = inhibition above about 26%; also: some compounds past the cut are filed as inactive
DNMT1 inh: human DNMT1 methyltransferase inhibitors, primary screen, biochemical, molecular beacon, fluorescence, HinP1I cleavage, uHTS; DNA (cytosine-5)-methyltransferase 1 (Homo sapiens), P26358; inhibition (reported as % activation of signal), % at 10 µM; actives 0.83% (n = 360,000); in the data active = inhibition above about 50%
Neddylation inh: inhibitors of cullin neddylation, primary screen, biochemical, TR-FRET, uHTS, NAE and Ubc12; NEDD8-conjugating enzyme Ubc12 (Homo sapiens) + NEDD8-activating enzyme E1 regulatory …; AID 651699, 2012; calls only at 25 µM; actives 0.58% (n = 360,000); in the data active = inhibition above about 36%
Rpn11 inh: Rpn11 (PSMD14) deubiquitinase inhibitors, primary screen, biochemical, fluorescence polarization, uHTS; calls only at 20 µM; actives 0.59% (n = 360,000); AID 588493, 2011; 26S proteasome non-ATPase regulatory subunit 14 (Homo sapiens), O00487; human 26S proteasome, Ub4-pepOG fluorescence polarization; 20S core pre-blocked with epoxomicin;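 active = inhibition at 20 µM, scaled to each plate's controls, above about 33%, limit read from the data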
Target sequence (O00487 whole entry, looked up): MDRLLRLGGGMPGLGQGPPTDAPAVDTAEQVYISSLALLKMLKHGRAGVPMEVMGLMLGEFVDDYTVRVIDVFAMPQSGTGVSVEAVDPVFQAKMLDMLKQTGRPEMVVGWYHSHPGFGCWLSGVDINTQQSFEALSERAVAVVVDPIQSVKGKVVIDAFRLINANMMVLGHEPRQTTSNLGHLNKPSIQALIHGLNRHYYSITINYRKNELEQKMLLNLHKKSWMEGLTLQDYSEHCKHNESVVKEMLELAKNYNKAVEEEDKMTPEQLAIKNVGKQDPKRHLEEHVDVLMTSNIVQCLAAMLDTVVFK
CSN deneddyl inh: inhibitors of CSN-mediated cullin deneddylation, primary screen, biochemical, fluorescence polarization, uHTS; actives 0.38% (n = 360,000); Purified CSN, SCF-Nedd8-OG deneddylation; inhibition, % at 12.5 µM; COP9 signalosome complex subunit 5 (Homo sapiens), Q92905;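 active = pattern-corrected inhibition above about 35%, with an unprinted fluorescence ratio check between 0.5 and 1.5, limit read from the data, passing the limit was not always enough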;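 also: 0% = enzyme with substrate and 100% = substrate without enzyme; some results filed as inactive read as strong as hits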
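Schedule: reaction 90 min, room temperature / Assay system: HEK293T-derived human Csn5 enzyme / Input: Csn5 at 0.24 nM final / Measure: inhibition of Csn5 cleavage, % / Control set: substrate-only high control, full reaction low control / Technique: fluorescence polarization of the substrate / Buffer or medium: Tris/NaCl/DTT buffer, pH 7.5 / Reagent: SCFSkp2-Nedd8OG substrate at 10 nM final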
LMPTP inh: LMPTP phosphatase inhibitors, primary screen, biochemical, fluorescence intensity, uHTS. actives 0.22% (n = 360,000). inhibition, % at 20 µM. Low molecular weight phosphotyrosine protein phosphatase (Homo sapiens), P24666. recombinant LMPTP-A, OMFP fluorogenic substrate. AID 651560, 2012;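 active = compounds that cut the enzyme signal by at least half of the control window in the single-dose screen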;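 also: plate controls were DMSO wells with enzyme plus substrate for no effect and substrate without enzyme for full effect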
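material = LMPTP-A | quantity = 0.625 nM enzyme | reagent = OMFP substrate, 400 µM final | buffer or medium = Bis-Tris pH 6.0, DTT, detergent | detection = endpoint fluorescence intensity from OMFP dephosphorylation | dosing = single 20 µM dose | read-out basis = % inhibition relative to no-enzyme and uninhibited control wells | control set = no-enzyme and uninhibited controls | timing = 50 min at room temperature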
An asterisk follows results filed as active; i = inactive; · = not tested or not shown.

compound | Rin1 Abl inh | LMPTP inh | DNMT1 inh | Scp1 inh | Rpn11 inh | Neddylation inh | STEP block | SUMO1 PPI mod | CSN deneddyl inh | NadD inh
Cc1ccc(S(=O)(=O)NCCCNS(=O)(=O)c2ccccc2)cc1 | 1 | -0.7 | -3 | -4 | i | i | 1 | 5 | 1 | 0
CCCCOC(=O)c1ccc(NC(=O)c2cnc3n(c2=O)CCS3)cc1 | 2 | -1.8 | 2 | -6 | i | i | -2 | 0 | 5 | 3
CN(Cc1ccccc1)C(c1cc2ccccc2o1)c1nnnn1C(C)(C)C (configuration not stated) | · | 0.7 | · | · | · | i | · | -1 | -1 | 1
CCN(CC)c1ccc(NC(=O)CN2C(=O)CC(C)(C)S(=O)(=O)c3ccccc32)c(C)c1 | 2 | 0.9 | -1 | 21 | i | i | -3 | 4 | -5 | 2
N=c1oc2ccccc2cc1C(=O)Nc1ccc(F)cc1 | -2 | -0.7 | 8 | -5 | i | i | 1 | -14 | 1 | 3
Cc1coc2c(C)c3oc(=O)c(CCC(=O)N(C)CC(=O)O)c(C)c3cc12 | -2 | 0.4 | -1 | 49 | i | · | 4 | 13 | 2 | 0
O=C(CSC1=NS(=O)(=O)c2cc(Cl)ccc2N1)NCc1ccc(F)cc1 | 0 | -0.7 | 0 | 8 | i | i | -1 | 6 | 2 | -4
COc1ccc(C(=O)/C=C/C(=O)N(Cc2ccc3c(c2)OCO3)C(C(=O)NC2CCCCC2)c2ccncc2)c(O)c1 (configuration not stated) | 0 | 1.5 | -1 | 9 | i | i | 1 | -2 | -1 | 9
O=C(COC(=O)c1cc(Cl)ccc1Cl)NCCN1C(=O)CSC1=O | 0 | 0.5 | 2 | -7 | i | i | -1 | 4 | 4 | 0
COc1cc(OC)cc(-c2noc(-c3csc([C@H]4C[C@H](O)[C@@H](CO)O4)n3)n2)c1 | 1 | -1.3 | -7 | · | i | i | 0 | 0 | 5 | -5
Cc1cc(=O)[nH]c(SCC(=O)NC2CCCc3ccccc32)n1 (configuration not stated) | -1 | 0.3 | 0 | 3 | i | i | -2 | 5 | 4 | -1
Cc1ccc(NC(=O)C(=O)NCc2ccccn2)cc1 | 0 | 0.3 | -2 | -4 | i | i | 1 | 1 | 1 | 0
O=[N+]([O-])c1cc(C(F)(F)F)cc([N+](=O)[O-])c1Sc1n[nH]c(C(F)(F)F)n1 | -1 | -0.4 | -8 | 8 | i | i | 1 | -21 | -5 | -6
COc1ccc(Cl)cc1NC(=O)CSc1nc(NS(=O)(=O)c2ccccc2)cc(=O)[nH]1 | 2 | -3.4 | -2 | -3 | i | i | 0 | 0 | 5 | 2
Cc1ccc2c(c1C)NC(=O)C21N2CCCC2C(C(=O)c2ccc3ccccc3c2)C12C(=O)Nc1ccccc12 (configuration not stated) | 2 | 0.3 | -6 | 1 | i | i | 1 | -8 | 4 | 7
CCCCn1c(N)c(N(CCC(C)C)C(=O)C2CCCO2)c(=O)[nH]c1=O (configuration not stated) | 1 | -1.0 | 3 | -4 | i | i | -2 | -4 | 0 | 5
CCOC(=O)/C(C#N)=C\c1ccco1 | 0 | 2.1 | 48 | 43 | i | i | 4 | -21 | 6 | 2
O=c1c([N+](=O)[O-])c(N2CCCCCC2)c2ccccc2n1-c1ccccc1 | 0 | 6.2 | 14 | 8 | i | i | 6 | 1 | -1 | 1
CCn1c(C)c(C)c2cc(C(=O)NCCN3CCOCC3)ccc21 | 0 | 0.9 | 0 | -1 | i | i | 4 | -3 | 2 | -2
O=S1(=O)CCN(Cc2csc(-c3cccs3)n2)CC1 | 0 | 0.5 | -6 | -11 | i | i | 1 | -17 | -4 | -4
Cc1ccc(-c2nc3c4ccccc4ccn3c2Cc2ccsc2)cc1 | 3 | 3.3 | -7 | · | i | i | 0 | -7 | 5 | 10
CC(Oc1cc2oc(=O)c3c(c2cc1Cl)CCCC3)C(=O)NCc1ccccn1 (configuration not stated) | -1 | 0.8 | -2 | 1 | i | i | 0 | -4 | 2 | 2
CC(C)Cn1c(-c2ccccc2F)n[nH]c1=S | -1 | -1.5 | 1 | 0 | i | i | -4 | 0 | 7 | -3
Cc1cccc(NC(=O)CCc2c(C)nc3ncnn3c2C)n1 | -2 | -2.7 | 2 | -1 | i | i | 4 | 1 | -2 | 4

Quoted from the entries so far, 13 compounds:
compound | Rin1 Abl inh | LMPTP inh | DNMT1 inh | Scp1 inh | Rpn11 inh | Neddylation inh | STEP block | SUMO1 PPI mod | CSN deneddyl inh | NadD inh
O=C(COC(=O)c1cc(Cl)ccc1Cl)NCCN1C(=O)CSC1=O | 0 | 0.5 | 2 | -7 | i | i | -1 | 4 | 4 | 0
COc1cc(OC)cc(-c2noc(-c3csc([C@H]4C[C@H](O)[C@@H](CO)O4)n3)n2)c1 | 1 | -1.3 | -7 | · | i | i | 0 | 0 | 5 | -5
Cc1cc(=O)[nH]c(SCC(=O)NC2CCCc3ccccc32)n1 (configuration not stated) | -1 | 0.3 | 0 | 3 | i | i | -2 | 5 | 4 | -1
Cc1ccc(NC(=O)C(=O)NCc2ccccn2)cc1 | 0 | 0.3 | -2 | -4 | i | i | 1 | 1 | 1 | 0
O=[N+]([O-])c1cc(C(F)(F)F)cc([N+](=O)[O-])c1Sc1n[nH]c(C(F)(F)F)n1 | -1 | -0.4 | -8 | 8 | i | i | 1 | -21 | -5 | -6
COc1ccc(Cl)cc1NC(=O)CSc1nc(NS(=O)(=O)c2ccccc2)cc(=O)[nH]1 | 2 | -3.4 | -2 | -3 | i | i | 0 | 0 | 5 | 2
Cc1ccc2c(c1C)NC(=O)C21N2CCCC2C(C(=O)c2ccc3ccccc3c2)C12C(=O)Nc1ccccc12 (configuration not stated) | 2 | 0.3 | -6 | 1 | i | i | 1 | -8 | 4 | 7
CCCCn1c(N)c(N(CCC(C)C)C(=O)C2CCCO2)c(=O)[nH]c1=O (configuration not stated) | 1 | -1.0 | 3 | -4 | i | i | -2 | -4 | 0 | 5
CCOC(=O)/C(C#N)=C\c1ccco1 | 0 | 2.1 | 48 | 43 | i | i | 4 | -21 | 6 | 2
O=c1c([N+](=O)[O-])c(N2CCCCCC2)c2ccccc2n1-c1ccccc1 | 0 | 6.2 | 14 | 8 | i | i | 6 | 1 | -1 | 1
CCn1c(C)c(C)c2cc(C(=O)NCCN3CCOCC3)ccc21 | 0 | 0.9 | 0 | -1 | i | i | 4 | -3 | 2 | -2
O=S1(=O)CCN(Cc2csc(-c3cccs3)n2)CC1 | 0 | 0.5 | -6 | -11 | i | i | 1 | -17 | -4 | -4
Cc1ccc(-c2nc3c4ccccc4ccn3c2Cc2ccsc2)cc1 | 3 | 3.3 | -7 | · | i | i | 0 | -7 | 5 | 10

2 of the compounds above, with values under each structure.
Every second line gives: Rin1 Abl inh, LMPTP inh, DNMT1 inh, Scp1 inh, Rpn11 inh, Neddylation inh, STEP block, SUMO1 PPI mod, CSN deneddyl inh, NadD inh
CC(Oc1cc2oc(=O)c3c(c2cc1Cl)CCCC3)C(=O)NCc1ccccn1 (configuration not stated)
    -1, 0.8, -2, 1, i, i, 0, -4, 2, 2
CC(C)Cn1c(-c2ccccc2F)n[nH]c1=S
    -1, -1.5, 1, 0, i, i, -4, 0, 7, -3

Compound activity deposited in PubChem by several laboratories.
